PREPL inh = human PREPL enzyme inhibition | AID 2751 | actives 0.68% (n = 320,000) | recombinant PREPL, fluorescence polarization activity-based probe | inhibition, % at 5.96 µM; in the data active = inhibition above about 43%;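 note: 0% = enzyme with DMSO and 100% = wells lacking enzyme; many of its hits are not listed in these tables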
Target sequence (Q4J6C6 whole entry, looked up): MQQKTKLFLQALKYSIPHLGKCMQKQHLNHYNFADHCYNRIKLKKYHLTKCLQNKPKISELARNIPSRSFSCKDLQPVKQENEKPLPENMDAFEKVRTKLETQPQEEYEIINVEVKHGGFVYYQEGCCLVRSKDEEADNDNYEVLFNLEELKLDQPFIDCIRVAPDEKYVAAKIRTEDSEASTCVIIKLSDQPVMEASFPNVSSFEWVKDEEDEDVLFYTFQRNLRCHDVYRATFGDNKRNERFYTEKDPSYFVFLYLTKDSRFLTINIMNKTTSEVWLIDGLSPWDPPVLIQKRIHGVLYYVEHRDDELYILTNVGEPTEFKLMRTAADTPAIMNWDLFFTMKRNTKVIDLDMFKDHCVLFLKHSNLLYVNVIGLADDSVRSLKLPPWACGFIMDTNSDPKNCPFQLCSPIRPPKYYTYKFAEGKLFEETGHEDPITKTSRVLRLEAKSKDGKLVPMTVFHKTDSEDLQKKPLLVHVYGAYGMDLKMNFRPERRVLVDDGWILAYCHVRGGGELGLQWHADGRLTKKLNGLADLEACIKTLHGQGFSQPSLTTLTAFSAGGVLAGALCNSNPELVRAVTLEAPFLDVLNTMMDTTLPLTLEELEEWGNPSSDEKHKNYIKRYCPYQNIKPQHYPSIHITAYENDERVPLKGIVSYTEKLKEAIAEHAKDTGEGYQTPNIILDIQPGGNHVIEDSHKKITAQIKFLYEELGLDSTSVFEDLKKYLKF
PP5 primary = inhibitors of human protein phosphatase 5 (PP5) | purified PP5c, OMFP substrate fluorescence | inhibition, % at 6.7 µM | actives 0.18% (n = 320,000) | AID 1987;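 active = inhibition above the campaign's mean inhibition across all tested compounds plus 3 SD, cut at about 9.5% in these data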;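 note: 0% = DMSO only and 100% = 100 µM cantharidin control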
PP1 inh = counter-screen for PP5 inhibitors: inhibitors of human PP1-alpha. P62136. purified PP1alpha, OMFP fluorescence. inhibition, % at 6.7 µM. actives 0.9% (n = 320,000);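 active = inhibition above the mean inhibition of all tested compounds plus 3 SD, computed separately for each screening campaign, cut at about 15% in these data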
Target sequence (P62136 whole entry, looked up): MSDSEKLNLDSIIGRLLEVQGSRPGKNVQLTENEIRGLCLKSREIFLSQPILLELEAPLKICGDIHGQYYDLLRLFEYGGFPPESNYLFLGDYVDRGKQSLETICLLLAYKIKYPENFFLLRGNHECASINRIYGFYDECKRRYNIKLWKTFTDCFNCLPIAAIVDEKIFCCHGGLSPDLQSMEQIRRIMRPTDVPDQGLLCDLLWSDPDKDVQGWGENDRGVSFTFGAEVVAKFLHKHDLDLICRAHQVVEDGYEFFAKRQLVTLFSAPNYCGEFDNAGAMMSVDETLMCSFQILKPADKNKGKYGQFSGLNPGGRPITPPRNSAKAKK
Fh CTSL1 inh = cathepsin L1 inhibition, PFM18AAP counter-screen. recombinant F. hepatica cathepsin L1, Z-Leu-Arg-MCA fluorescence. inhibition, % at 5.96 µM. actives 0.49% (n = 300,000). AID 1906;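 active = inhibition above the mean of all tested compounds plus 3 SD, set per screening campaign, cut at about 17% in these data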;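 note: 0% = plate median of test compound wells and 100% = 1 µM Z-Phe-Ala-diazomethylketone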
TPT1 inh = C. albicans TPT1 enzyme inhibition | inhibition, % at 5 µM | AID 1962 | recombinant caTPT1, FP RNA substrate dephosphorylation | actives 0.81% (n = 300,000);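 active = inhibition above the mean of all tested compounds plus 3 SD, set per screening campaign, cut at about 24% in these data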;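 note: plate controls were DMSO alone for no effect and ferristatin control at 100 nM for full effect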
EBNA-1 inhibitor = blocks EBNA-1 binding to DNA. inhibition, % at 14.8 µM. actives 0.34% (n = 300,000). EBNA-1 DNA binding, fluorescence polarization; in the data active = inhibition above about 28%
ZTA DNA inh = blocks Epstein-Barr virus ZTA, an EBNA-1 counter-screen | P03206 | ZTA-DNA binding, fluorescence polarization | inhibition, % at 11 µM | actives 0.15% (n = 320,000); in the data active = inhibition above about 33%
core dimer inh = HCV core protein dimerization inhibition. AID 1899. TR-FRET GST/Flag-core106 dimerization, 1536-well. actives 0.33% (n = 300,000). inhibition, % at 5 µM;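 active = inhibition above the mean of all tested compounds plus 3 SD, set per screening campaign, cut at about 45% in these data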
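Assay system – GST-tagged and Flag-tagged HCV core protein residues 1-106 · Quantity – core106 proteins, GST 13.5 nM and Flag 17 nM · Benchmarks – unlabelled core106 and no-GST-core106 wells · Read-out basis – percent inhibition of core106 dimerization signal · Detection – time-resolved FRET, ex 340 nm, em 617 and 671 nm · Schedule – 4 h at 22.5 °C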
Efflux pump inh = antifungal efflux pump inhibition, Nile Red retention; S. cerevisiae Candida pump triplex; inhibition, % at 10 µM; actives 0.44% (n = 330,000); AID 485275;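 active = plate passing quality check with inhibition over a set limit, or well fluorescence over plate mean plus 4 SD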;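 note: Nile Red retained in pooled yeast measured as flow cytometry median fluorescence; 0% = buffer negative control and 100% = Enniatin B positive control; higher means more Nile Red kept so more efflux inhibition; some compounds called inactive have numbers as strong as hits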
Active calls of the source: *; x = no result given. Not all compounds are listed; rates above refer to the full screens.

SMILES	PREPL inh	PP5 primary	PP1 inh	Fh CTSL1 inh	TPT1 inh	EBNA-1 inhibitor	ZTA DNA inh	core dimer inh	Efflux pump inh
COc1ccc(CNCc2cc(Cl)ccc2O)cc1	-3.6	-1.6	-0.7	0.7	1.6	5.2	3.3	2.7	-0.1
CCOC(=O)N1CCN(C(=O)C(C)n2nc(C)n3c(cc4sccc43)c2=O)CC1 (stereo not given)	-1.4	-0.1	0.4	2.2	-1.4	-3.4	22.4	-3.4	0.0
O=C(CSc1nnc(-c2cccnc2)n1Cc1ccccc1)NCc1ccco1	6.8	0.1	13.4	1.1	3.2	11.8	8.4	-1.0	0.1
COc1cc2nc(NC(=O)c3ccccc3)[nH]c(=O)c2cc1OC	-5.9	-0.3	-1.3	3.3	-0.7	-9.5	-10.9	-5.2	0.0
CCc1ccc(NC(=O)CCS(=O)(=O)c2ccc(Cl)cc2)cc1	-13.0	-0.5	-0.1	1.4	5.3	-1.4	0.0	2.6	0.3
COc1ccc(S(=O)(=O)Cc2ccc(C(=O)N3CCN(c4ccccc4F)CC3)o2)cc1	6.6	0.7	-3.5	0.1	-4.7	9.4	-5.0	1.5	0.1
O=P(O)(O)CP(=O)(O)O	-9.3	5.0	25.3*	-0.5	-1.2	-0.5	-7.8	7.1	-0.1
S=c1sc(SCCOc2ccccc2)nn1-c1ccccc1	-24.6	1.3	-3.8	-0.5	1.7	12.8	9.5	3.1	-0.2
O=C(COC(=O)c1ccco1)Nc1ccccc1	-2.1	1.5	-2.6	-10.1	-4.0	3.5	9.4	2.9	-0.3
N#CCCN(CCC#N)C(=O)COc1ccc(Cl)cc1Cl	4.0	2.1	-3.4	-1.7	0.9	-2.5	-18.0	1.1	0.2
CCOC(=O)/C(C#N)=C\c1ccc(N2CCN(C/C=C/c3ccccc3)CC2)cc1	51.1*	3.4	5.7	-0.9	46.2*	23.8	-16.7	0.7	0.2
C#CCNC(=O)C1=C[C@@H](c2ccc(Br)cc2)C[C@@H](OCCCCO)O1	5.3	0.7	1.9	2.7	-1.9	7.9	3.9	29.3	-0.1
CC(NC(=O)c1ccc(F)cc1)C1CC2CCC1C2 (stereo not given)	13.1	-2.2	-0.1	0.4	-1.7	-6.8	-19.1	-5.4	0.3
COc1cccc(CN2CC(C(=O)NCCn3cccn3)CCC2=O)c1 (stereo not given)	2.3	2.3	-1.1	-6.7	-1.6	-0.8	-14.3	-4.0	0.1
COC(=O)c1cccc(NC(=S)Nc2cc(Cl)ccc2OC)c1	0.0	-2.1	-5.6	1.9	0.6	0.9	-2.6	-1.0	-0.1
CCc1cccc2c1NC(=O)[C@]21[C@@H]2C(=O)N(Cc3ccccc3)C(=O)[C@@H]2[C@@H]2CCCN21	6.9	-0.1	1.2	-2.8	-2.3	-2.6	-2.1	54.9*	0.0
CCN1C(=O)/C(=C2/C=Cc3cc(C)ccc3N2CC)N(C)C1=S	21.8	2.5	6.2	9.6	-6.7	29.0*	-3.0	-46.0	0.0
O=C(/C=C/c1ccccc1F)N1CCN(c2ccccn2)CC1	6.3	-0.6	-3.3	-0.1	-2.8	5.0	-2.7	-0.4	0.1
Cc1ccc(-n2c(C)cc(/C=N/NC(=O)c3ccc(CN4CCOCC4)cc3)c2C)cc1	5.8	0.2	-2.5	3.0	-2.3	-0.5	-5.6	2.2	0.2
CCc1ccc(NC(=O)CCNC(=O)Cn2cnc3ccccc3c2=O)cc1	0.8	0.8	-2.5	-1.4	-1.9	-0.4	-4.7	-3.5	1.2
OCCC1CN(Cc2ccc(Oc3ncccn3)cc2)CCN1C1CCCC1 (stereo not given)	-1.3	-0.1	0.7	-1.5	-3.2	7.0	5.3	0.7	-0.2
CC(C)(C)c1cc(CN(CCO)CCO)cc(C(C)(C)C)c1O	8.3	4.2	-4.7	-1.7	-3.0	6.0	6.4	3.0	-0.2
Cc1ccc(C2=NN(C(=O)CN3CCN(C4CCS(=O)(=O)C4)CC3)C(c3ccco3)C2)cc1 (stereo not given)	-91.3	0.2	-2.5	x	x	x	-11.5	x	0.4
CC(C)(NC(=O)N1CCCC1)c1cccc(C(C)(C)NC(=O)N2CCCC2)c1	15.9	2.6	-2.0	-2.6	-0.5	-13.8	0.1	-1.5	0.0
COc1cc(CN2CCSCC2)cc(OC)c1OC	5.8	3.7	0.4	-0.5	2.5	-9.5	6.4	-2.4	0.5
N#CCN1CCN(CC(=O)Nc2ccc(OCc3ccccc3)cc2)CC1	-8.9	-6.2	-5.8	7.4	-2.5	6.5	4.2	-13.6	-0.1
C=CCN1C(=NC(=O)CCC(=O)O)SC2CS(=O)(=O)CC21 (stereo not given)	-6.2	-0.8	-1.9	-1.0	0.1	8.3	-1.9	-1.0	-0.1
O=C(NCCCN1CCOCC1)c1cc(Cl)ccc1[N+](=O)[O-]	1.1	-0.6	-3.1	-2.0	-0.6	7.2	10.7	1.5	-0.3
O=c1c2c3nc4ccccc4nc3n(/N=C/c3ccco3)c2ncn1CCC1=CCCCC1	-46.4	3.2	13.7	5.6	0.7	10.2	-2.4	45.7	0.1
Cc1cc(NS(=O)(=O)c2ccc(NC(=O)c3cccc(OC(F)F)c3)cc2)nc(C)n1	2.8	0.9	-1.4	3.1	-1.1	-3.7	1.2	0.9	0.3
Cc1c(Cl)cnc(NC(=O)COC(=O)c2ccc([N+](=O)[O-])s2)c1Cl	23.6	2.8	5.7	58.9*	8.0	2.4	-3.7	40.6	-0.1
CCC(=O)Nc1cc(C(=O)OC(C(=O)c2ccc(C)c(C)c2)c2ccccc2)ccc1C (stereo not given)	-19.6	3.0	-0.2	-13.1	-0.6	14.5	22.0	15.8	0.0
COc1ccccc1CN(C)C(=O)C(c1ccccc1)c1ccccc1	3.4	0.1	6.9	1.6	-5.1	4.6	10.3	3.7	0.1
O=C(COC(=O)C12CC3CC(CC(Br)(C3)C1)C2)N1CCOCC1	-7.5	-0.6	-3.4	-0.5	-4.8	4.1	-1.8	-2.9	0.1
O=C(NCc1ccccn1)c1ccc(=O)oc1	-0.5	-1.1	0.9	4.1	-3.7	-2.3	2.9	-3.0	-0.1
CCOc1ccccc1CNc1ncnc2ccc(-c3c(C)noc3C)cc12	-4.1	3.8	-0.4	x	x	x	-13.1	x	-0.1
Cc1ccccc1-c1cc(C(=O)NCc2ccc3c(c2)OCO3)n(CC2CC(c3cccnc3)=NO2)n1 (stereo not given)	-1.7	3.9	-0.3	x	x	x	2.0	x	-0.1
c1cc2c(cc1CN1CCOCC1)OCO2	-0.3	-0.5	-1.3	2.1	-1.1	-1.4	-16.0	0.3	0.0
O=C1CSC(c2ccc([N+](=O)[O-])cc2)N1CCN1CCCCC1 (stereo not given)	-5.4	-1.6	-6.0	-3.2	-0.7	-7.3	8.1	1.6	0.1
C=CCn1c(SCC(=O)N2CCCC2)nc2cc(C(=O)NCC3CCCO3)ccc2c1=O (stereo not given)	-2.6	1.7	-2.1	-2.8	2.3	-1.7	1.4	-0.1	0.0

Next part; it opens with the four that closed the last part.
SMILES	PREPL inh	PP5 primary	PP1 inh	Fh CTSL1 inh	TPT1 inh	EBNA-1 inhibitor	ZTA DNA inh	core dimer inh	Efflux pump inh
Cc1ccccc1-c1cc(C(=O)NCc2ccc3c(c2)OCO3)n(CC2CC(c3cccnc3)=NO2)n1 (stereo not given)	-1.7	3.9	-0.3	x	x	x	2.0	x	-0.1
c1cc2c(cc1CN1CCOCC1)OCO2	-0.3	-0.5	-1.3	2.1	-1.1	-1.4	-16.0	0.3	0.0
O=C1CSC(c2ccc([N+](=O)[O-])cc2)N1CCN1CCCCC1 (stereo not given)	-5.4	-1.6	-6.0	-3.2	-0.7	-7.3	8.1	1.6	0.1
C=CCn1c(SCC(=O)N2CCCC2)nc2cc(C(=O)NCC3CCCO3)ccc2c1=O (stereo not given)	-2.6	1.7	-2.1	-2.8	2.3	-1.7	1.4	-0.1	0.0
CC(C)n1c(N2CCN(CC(=O)NCc3cccs3)CC2)nc2ccccc21	16.6	3.8	-3.1	-0.5	-3.4	-16.1	-6.1	4.2	1.5*
O=C(NCCS(=O)(=O)NCc1ccc(F)cc1)c1ccccc1	-1.2	1.3	-7.5	-0.7	-0.4	6.0	4.5	1.0	0.0
CCOc1ccccc1NC(=O)C1CCN(S(=O)(=O)c2c(C)noc2C)CC1	-0.2	-1.4	-1.6	-1.4	-0.9	-8.6	-1.5	-0.5	-0.1
CCN1C(=O)[C@H]2[C@@H](c3ccc(SC4CCCCC4)cc3)N3CCCC[C@@]3(C(=O)OC)[C@H]2C1=O	3.0	-1.5	-1.4	-0.7	0.1	-0.9	10.1	9.0	0.1
O=C(CSc1ccccc1F)NNC(=O)c1ccncc1	8.1	-0.7	-3.1	x	x	x	-10.8	x	0.0
CN(C(=O)c1ccccc1C(=O)OCC(=O)c1ccc(Br)cc1)c1ccccc1	21.4	2.2	0.6	6.6	4.3	-4.9	-2.5	10.1	0.0
O=C(NC(=S)Nc1nc2ccc(F)cc2s1)c1ccco1	-0.8	1.2	-4.4	-1.5	-3.8	2.1	9.9	1.8	0.1
O=C(NN1C(=O)C2C(C1=O)C1C=CC2C12CC2)c1cccnc1 (stereo not given)	1.0	0.9	0.7	-1.0	0.7	-6.6	9.6	-1.5	0.0
Cc1cccc(NC(=S)NCCO)c1C	15.7	-1.6	0.4	0.3	-2.9	-0.9	16.7	-8.2	-0.1
Cc1ccc(F)cc1CNC(=O)C1CCC(=O)N(C2CC2)C1 (stereo not given)	7.3	-1.5	-1.8	-2.6	-2.2	1.6	-0.3	-8.8	0.0
Cc1ccc(C)c(S(=O)(=O)Nc2ccc(C(=O)NCC(c3ccco3)N(C)C)cc2)c1 (stereo not given)	1.3	-1.3	1.5	4.3	-5.0	4.1	-7.1	-2.7	0.2
CCSc1ccccc1C(=O)Nc1ccc([N+](=O)[O-])cc1OC	8.0	-1.0	10.6	8.0	-2.4	-6.5	-9.8	-2.6	-0.1
Cc1cc(C)n(-c2cc(N3CCN(C(=O)c4cccc(Br)c4)CC3)ccc2[N+](=O)[O-])n1	12.2	3.2	1.4	2.8	-0.8	12.7	-3.7	25.6	-0.1
COCCNC(=O)c1ccc(N2CC3CC(C2)c2cccc(=O)n2C3)c(NC(=O)c2ccc(F)cc2)c1 (stereo not given)	10.2	-1.3	-2.0	-1.5	-6.9	4.6	-4.6	-6.5	-0.3
O=C(NCCN1CCOCC1)C1CC(=O)N(c2ccc(F)c(Cl)c2)C1 (stereo not given)	13.1	-2.3	-2.8	-0.4	10.2	-7.1	-6.0	-1.3	0.0
COc1ccc(NC(=O)c2cc(C)nn2-c2ccccc2)cc1	14.9	0.3	2.2	4.4	6.7	-15.6	-6.7	2.7	0.1
Cc1ccc(N2C(=O)NC(NS(=O)(=O)c3ccc(C)cc3)(C(F)(F)F)C2=O)cc1 (stereo not given)	-10.7	0.3	-0.9	-2.2	-1.9	7.5	-3.6	8.5	0.0
CCOc1ccc(-c2cc(C(=O)N3CCN(C)CC3)c3ccccc3n2)cc1	22.9	-0.8	-4.6	3.7	-2.3	8.7	-0.6	-0.1	0.0
CCOC(=O)c1cc(C(C)=O)c(=O)[nH]c1C	4.6	3.5	-7.0	-5.6	-0.2	-9.3	-19.5	-10.4	0.1
CCOC(=O)N1CCN(C(=O)CSCc2ccccc2C)CC1	14.6	0.4	0.7	-4.4	-3.0	-6.7	4.0	-4.0	0.0
COc1cccc(CN=c2c([N+](=O)[O-])nn(-c3ccccc3C)n2O)c1	3.2	1.7	-8.1	-2.1	0.7	-3.1	6.0	6.8	0.0
